uPA generation = qHTS for Inhibitors of Cell Surface uPA Generation. cell surface uPA generation assay, qHTS. Potency, µM (top dose mostly 38.3 µM), without a hit: at the top dose activity change, negative = inhibition, most hits filed as inhibitors. hit rate 0.31% among 330,000; active = well fitted inhibition curve with a large enough effect; inconclusive = small, poorly fitted or top-dose-only effect; inactive = no such curve, though single readings can be large or run the other way; tested in mouse RAW 264.7 cells; note: potency is the fitted concentration of half-maximal effect; % is set by controls: 0 for no effect and ±100 for the full control effect; nearly all actives have a fitted effect of over 55% in size
B2AR arrestin = qHTS assay of beta-arrestin-biased ligands of beta2-adrenergic receptor; Beta-2 adrenergic receptor (Homo sapiens), P07550; Potency, µM (highest dose often 46.1 µM), inactives show at the top dose activation, actives largely listed as activators; beta-arrestin recruitment to beta2AR, cell-based reporter; hit rate 0.02% among 330,000;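 note: potency is the fitted concentration of half-maximal effect; 0% = DMSO controls and full agonism = EC100 isoproterenol or metaproterenol; nearly all actives have a fitted effect of over 65% in size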
USP2a block = qHTS Assay for Inhibitors of Ubiquitin-specific Protease USP2a Using CHOP2 as the Reporter | Ubiquitin carboxyl-terminal hydrolase 2 (Homo sapiens), O75604 | USP2 core, Ub-CHOP2 coupled fluorogenic reporter, 485/531 | Potency, µM (series often up to 38.3 µM), without a hit: at the highest dose activity change, negative = inhibition, actives largely listed as inhibitors | hit rate 0.01% among 330,000;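 note: potency is the fitted concentration of half-maximal effect; plate controls were DMSO wells for no effect and full inhibition by NEM control for full effect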
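USP2 core (10nM final) preincubated 30min RT with compound in 20mM Tris-HCl pH 8.0, 2mM CaCl2, 2mM beta-mercaptoethanol, 0.05% CHAPS; 25nM Ub-CHOP2 plus 25nM reporter substrate added, fluorescence (Ex485/Em531) read after 60min.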
TRPV1 agonist = HTS Assay for Compounds that Act as Agonists of the Vanilloid Receptor 1; Transient receptor potential cation channel subfamily V member 1 (Homo sapiens), Q8NER1; TRPV1-expressing cells, Fluo-8 calcium influx, agonist mode; activation, % at 8.33 µM; hit rate 0.19% among 320,000; AID 540275, 2011; in the data active = activation above about 80%; inconclusive = between about 30% and that limit; note: 0% is about no effect
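Cells expressing TRPV1 were dye-loaded with Fluo-8 and read kinetically: 10 s baseline, 3 min after compound (agonist portion), then 2 min after EC20 capsaicin (allosteric enhancer portion). Calcium-bound dye fluorescence at 480/520 nm.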
PTAP TSG101 blk = qHTS Assay for Iinhibitors of HIV-1 Budding by Blocking the Interaction of PTAP/TSG101. 340,000 tested, under 10 active. Fluorescence polarization, FITC-PTAP peptide / Tsg101 binding. Tumor susceptibility gene 101 protein (Homo sapiens), Q99816. AID 493005, 2010. Potency, µM (highest dose often 115 µM), for inactives: at the top dose activity change, negative = inhibition, usual class: inhibitors; active = well fitted inhibition curve with a large enough effect in the main read-out, with a control signal flat, not every such curve was filed as active; inconclusive = small, poorly fitted or top-dose-only effect, or effect the other way, or a change in a side signal; inactive = no such curve, though single readings can be large or run the other way; note: potency is the fitted concentration of half-maximal effect; % of control where 0% means no effect
Target sequence (Q99816 whole entry, looked up): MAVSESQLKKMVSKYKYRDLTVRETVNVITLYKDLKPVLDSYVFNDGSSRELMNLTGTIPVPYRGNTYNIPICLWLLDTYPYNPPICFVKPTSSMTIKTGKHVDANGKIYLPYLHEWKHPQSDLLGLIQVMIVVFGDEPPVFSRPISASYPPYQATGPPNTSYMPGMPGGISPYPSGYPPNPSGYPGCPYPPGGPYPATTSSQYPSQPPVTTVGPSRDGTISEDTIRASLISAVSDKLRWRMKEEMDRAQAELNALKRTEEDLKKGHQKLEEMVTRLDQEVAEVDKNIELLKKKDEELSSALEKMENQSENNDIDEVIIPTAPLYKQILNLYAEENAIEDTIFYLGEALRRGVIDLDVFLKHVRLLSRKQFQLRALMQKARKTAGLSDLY
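Fluorescence anisotropy tracks displacement of a FITC-tagged PTAP peptide (50 nM) from the Tsg101 binding domain (10 uM), following a 20 min room-temperature incubation at pH 7.5.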
BRCA1 expr up = qHTS Assay to Identify Small Molecule Activators of BRCA1 Expression. MCF7-BRCA1-FFLuc reporter, luminescence, 48 h; response scale: scaled: vehicle 0%, 10 µM genistein 100%. Potency, µM (doses to about 46.1 µM), without a hit: at the highest dose activation, hits mostly activators. hit rate 1.1% among 380,000. AID 624202, 2012; note: potency is the fitted concentration of half-maximal effect; nearly all actives have a fitted effect of over 80% in size; some results filed as inactive show a strong effect at the top dose
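MCF7 cells carrying a BRCA1-firefly luciferase reporter (2000 cells/well, phenol-red free MEM) were attached for 2 h at 37 °C, then given compounds for 48 h. Luminescence was read 15 min after luciferase reagent; activity normalized to genistein (10 microM) and DMSO.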
Eya2 inh = qHTS Assay for Inhibitors of the Phosphatase Activity of Eya2 | Potency, µM (highest dose often 76.9 µM), for inactives: at the highest dose activity, negative = inhibition, hits mostly inhibitors | recombinant Eya2, OMFP fluorescence dephosphorylation (OMFP is methylfluorescein phosphate) | AID 488837, 2010 | Protein phosphatase EYA2 (Homo sapiens), O00167 | hit rate 0.006% among 330,000; note: potency is the fitted concentration of half-maximal effect; % is set by controls: 0 for no effect and ±100 for the full control effect
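Eya2 protein (added as 0.2 uM solution) was preincubated with compound for 10 min at ambient temperature in 50 mM HEPES pH 7.5, 50 mM NaCl, 5 uM MgCl2, 0.05% BSA, 1 mM DTT. OMFP (added at 50 uM) then reacted 10 min; fluorescence read at 485/525 nm.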
p53 reactivator = qHTS assay for re-activators of p53 using a Luc reporter; H1299 p53-A138V BP100-luciferase reporter, luminescence, 24 h; Potency, µM (series often up to 92.2 µM), for inactives: top-dose activity change, positive = activation, usual class: activators; hit rate 0.063% among 320,000; note: potency is the fitted concentration of half-maximal effect; % of control where 0% means no effect; nearly all actives have a fitted effect of over 45% in size
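H1299 (p53-null), stable ts p53-A138V + BP100-Luc; 1000 cells/well, Opti-MEM/10% FBS; cpd 4 pt, 1:5; 24 h, 37 deg C, 5% CO2; detection reagent 10 min RT; luminescence.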
S-ASM inh = Inhibitors of Secretory Acid Sphingomyelinase (S-ASM): qHTS; hit rate 0.006% among 340,000; placental ASM, HMU-PC fluorogenic substrate, 60 min; Sphingomyelin phosphodiesterase (Homo sapiens), P17405; Potency, µM (doses to about 57.5 µM), for the others: top-dose activity change, negative = inhibition, hits mostly inhibitors; note: potency is the fitted concentration of half-maximal effect
Target sequence (P17405 47-631 limits assumed): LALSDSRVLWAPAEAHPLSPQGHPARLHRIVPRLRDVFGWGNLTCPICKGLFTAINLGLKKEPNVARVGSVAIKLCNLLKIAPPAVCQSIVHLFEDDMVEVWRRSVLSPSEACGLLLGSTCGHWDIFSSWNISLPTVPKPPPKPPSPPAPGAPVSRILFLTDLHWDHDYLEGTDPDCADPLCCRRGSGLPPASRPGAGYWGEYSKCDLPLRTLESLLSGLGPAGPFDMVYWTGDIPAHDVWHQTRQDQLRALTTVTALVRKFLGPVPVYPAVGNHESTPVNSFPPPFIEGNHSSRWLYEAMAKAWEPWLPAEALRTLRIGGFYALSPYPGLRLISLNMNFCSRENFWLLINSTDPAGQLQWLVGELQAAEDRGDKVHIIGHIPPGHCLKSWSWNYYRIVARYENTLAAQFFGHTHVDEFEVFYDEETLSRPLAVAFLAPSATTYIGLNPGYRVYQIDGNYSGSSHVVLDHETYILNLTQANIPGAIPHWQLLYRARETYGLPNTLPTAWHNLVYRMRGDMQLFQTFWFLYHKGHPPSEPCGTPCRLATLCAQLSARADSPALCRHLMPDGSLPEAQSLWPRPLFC
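Fluorogenic HMU-PC substrate (9 uM final) is turned over by placental ASM in 60 min at 37 C after a 10 min compound preincubation. Reaction ended by alkaline stop (pH 10), with fluorescence read at 386/447 nm.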
ELG1 genotox = qHTS screen for small molecules that induce genotoxicity in human embryonic kidney (HEK293T) cells expressing luciferase-tagged ELG1; HEK293T ELG1-luciferase reporter, luminescence, 16 h; AID 504466, 2011; hit rate 1.3% among 330,000; Potency, µM (highest dose often 46 µM), inactives show at the highest dose activity change, positive = activation, hits mostly activators; note: potency is the fitted concentration of half-maximal effect; % of control where 0% means no effect; nearly all actives have a fitted effect of over 60% in size
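HEK293T cells expressing luciferase-tagged ELG1 were exposed to compound or DMSO vehicle for 16 hr at 37 °C and 5% CO2. Luciferase activity was then measured with ONE-Glo after 30 min at room temperature.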
Integrin act MD = qHTS for Activators of Integrin-Mediated Alleviation for Muscular Dystrophy | Potency, µM (highest dose often 38.3 µM), for the others: top-dose activation, usual class: activators | alpha7betagal myoblasts, beta-gal FDG fluorescence, 48 h | hit rate 0.064% among 350,000;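 note: potency is the fitted concentration of half-maximal effect; 100% = response of the positive control SU9516; nearly all actives have a fitted effect of over 60% in size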
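Alpha7betagal+/- myoblasts (passage 13) were plated 16-24 hr, then exposed to compounds (1:260 dilution of DMSO stock) for 48 hours at 37C. After MPER lysis, β-galactosidase reporter activity was read as FDG fluorescence (ex 480/em 540) after 30 minutes.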
* marks the source's active call; other numbers are inactive results; ? = inconclusive; . = no result given; [ ] = another dose, or the depositor's remark. Unless noted, calls come from the whole dose curve; as a rule, active = well fitted curve in the direction sought with a large enough effect; inconclusive = small, poorly fitted or top-dose-only effect, or another doubt; inactive = no such curve, though single readings can be large; an effect the other way counts as inactive or inconclusive. An unsorted share of the library, and some 2.6% of all compounds hit somewhere here.

Molecule	uPA generation	B2AR arrestin	USP2a block	TRPV1 agonist	PTAP TSG101 blk	BRCA1 expr up	Eya2 inh	p53 reactivator	S-ASM inh	ELG1 genotox	Integrin act MD
CCOC(=O)N1CCC(NC(=O)C2CCN(C(=O)c3cc4sccc4n3CC)CC2)CC1	-6.0%	3.7%	0.2%	1.1	0.5%	-7.7%	-4.5%	-4.9%	-4.9%	-9.6%	-24.9%
COc1cc(CNC(=O)C2CCCN2S(=O)(=O)c2ccccc2)cc(OC)c1OC (configuration not stated)	2.1%	-0.4%	0.0%	4.2	-0.8%	-4.2%	-11.8%	-2.4%	1.9%	1.5%	15.1%
COc1cc(CN2CCC(n3nccc3NC(=O)CCCc3ccccc3)CC2)ccc1F	-30.0%	-1.0%	1.6%	10.5	-5.4%	4.4%	1.0%	4.6%	7.4%	-6.8%	21.3%
CCCNc1ncnc2c1cnn2-c1ccc(OC)cc1	.	-0.9%	4.3%	2.8	.	.	4.9%	4.0%	.	2.2%	.
CCCCN(C)C(=O)C1CCN(c2ccc(S(=O)(=O)N3CCOCC3)cc2[N+](=O)[O-])CC1	2.3%	0.1%	0.3%	0.1	-3.6%	-30.1%	-1.8%	8.1%	-0.7%	-6.6%	-29.7%
COC(=O)c1ccccc1NC(=O)CSc1nc(O)c(-c2ccccc2)c(=O)[nH]1	.	-0.4%	0.2%	-3.8	-14.6%	26.4%	-21.0%	1.9%	0.0%	-0.3%	0.0%
CC[n+]1c(/C=C/Nc2ccccc2)oc2ccc(OC)cc21	-2.6%	-0.1%	4.3%	0.6	1.9%	-24.0%	-2.0%	-4.7%	178.0%[activator]	-9.5%	-8.9%
CSc1ccccc1OCc1cc(C(=O)N2CCSCC2)no1	-0.6%	-0.7%	-1.4%	?	-5.9%	4.47µM*	14.5%	-20.1%	-0.3%	-4.0%	3.8%
CNC(=S)N1CCN=C1Nc1nc(C)cc(C)n1	-2.6%	0.0%	9.2%	-2.5	-6.4%	-15.2%	10.7%	-4.0%	1.0%	?	13.0%
COc1ccccc1NC(=S)NN1CCN(C)CC1	0.3%	0.6%	1.2%	-0.4	0.6%	26.3%	-2.4%	-1.8%	0.5%	-2.2%	-6.9%
CCC(C)c1ccccc1NC(=O)COC(=O)c1ccc(N2CCCC2)c([N+](=O)[O-])c1 (configuration not stated)	2.1%	-0.3%	1.2%	-0.6	0.3%	-21.0%	2.5%	6.0%	-19.9%	-3.9%	-23.9%
Cc1ccc(S(=O)(=O)N(C)CC(=O)O/N=C(\N)c2cccc(Br)c2)cc1	10.9%	-0.2%	2.6%	2.4	-1.4%	-41.0%	-0.3%	13.0%	-1.6%	-4.1%	6.8%
COc1ccc(C2C(C#N)=C(N)N3C(=C2C#N)Sc2ccccc23)cc1 (configuration not stated)	.	-0.4%	18.2%	4.4	.	.	21.0%	?	.	16.2%	.
COc1cc2nc3c4ccccc4n(CC#N)c3nc2cc1OC	.	0.1%	-2.1%	0.0	.	.	-0.5%	2.5%	.	1.0%	.
N#C/C(=C\c1ccc(-c2cccc(C(F)(F)F)c2)o1)C(=O)Nn1cnnc1	1.1%	-0.4%	-0.6%	-1.5	-0.2%	7.9%	5.1%	2.3%	-3.2%	-1.3%	16.4%
COc1cccc(NC(=O)COC(=O)CCCC2=NS(=O)(=O)c3ccccc3N2)c1	3.0%	0.2%	3.0%	-4.0	-3.8%	0.0%	1.1%	0.2%	2.1%	-3.9%	4.7%
O=C(CCc1ccccc1)N=C1SC2CS(=O)(=O)CC2N1c1ccccc1F (configuration not stated)	-2.8%	0.4%	3.4%	-5.3	-0.8%	0.0%	-11.2%	0.2%	3.0%	-1.2%	-12.7%
COC(=O)c1sccc1NS(=O)(=O)c1ccc(F)cc1F	-2.3%	0.0%	-1.4%	5.9	-0.5%	3.9%	0.8%	-1.4%	4.1%	-2.9%	-14.3%
O=C(NCc1ccc(F)cc1)C1CCCN1C(=O)Nc1ccccc1 (configuration not stated)	16.7%	1.0%	-1.5%	-6.4	-4.2%	-1.7%	7.5%	.	7.0%	-0.3%	-22.1%
CCn1cc(CN2CCC(n3nccc3NC(=O)c3cccc(F)c3)CC2)c(C)n1	5.8%	-0.1%	0.4%	2.9	.	-8.3%	7.9%	23.9%	-1.1%	0.8%	-10.4%
COc1ccc(Br)cc1CNC(=O)CCc1nc(-c2ccccc2F)no1	7.7%	0.2%	-4.6%	-1.0	-3.3%	-10.2%	6.2%	-15.7%	0.4%	-2.4%	-22.5%
O=C(C1CC1)N1N=C(c2ccc(Br)cc2)CC1(O)C(F)(F)F (configuration not stated)	13.0%	0.3%	6.3%	0.8	1.0%	2.4%	-5.3%	1.4%	-5.8%	-1.7%	-13.1%
Cc1c(C(=O)N2CCOCC2)oc2c1C(=O)CC(C)(C)C2	11.1%	-0.2%	0.4%	-6.0	.	-32.7%	10.7%	13.4%	2.3%	-3.6%	13.9%
CN(C(=O)CSc1nnc(-c2ccccc2F)n1N)C1CCCCC1	2.4%	-0.3%	2.1%	-0.7	-2.5%	-15.7%	-0.6%	2.0%	-0.2%	-3.7%	2.3%
COc1ccccc1CNC(=O)Cn1c(=O)c2cccn2c2cccnc21	8.6%	-0.1%	1.6%	-0.2	-9.6%	2.8%	-6.6%	-0.3%	0.0%	-1.5%	32.1%
CN1C(=O)N(C)C(c2ccccc2Cl)C2=C1CC(C)(C)CC2=O (configuration not stated)	3.1%	-0.2%	-5.3%	0.7	-0.4%	0.9%	-4.1%	-3.5%	-0.9%[11.5 µM]	-1.1%	-8.5%
O=C(O)C(=Cc1ccccc1[N+](=O)[O-])c1ccccc1	0.5%	.	.	.	-7.3%	25.5%	.	.	-2.5%	.	14.5%
O=C(CSc1nncn1-c1ccccc1)Nc1ccc(F)cc1F	5.5%	0.2%	2.5%	-2.5	0.2%	-3.5%	-2.3%	-4.0%	0.8%	0.4%	7.3%
COC(=O)c1c(NC(=O)c2ccccc2)sc2c1CC(C)(C)OC2	.	0.4%	3.4%	1.0	-4.5%	-0.3%	-11.2%	3.3%	6.0%	2.6%	11.2%
CCc1ccc(OS(=O)(=O)c2cn(C)c(=O)n(C)c2=O)cc1	-0.4%	-0.5%	7.2%	-2.6	-0.7%	2.0%	-5.4%	1.3%	-4.1%	9.6%	8.7%
N#Cc1cccnc1N1CCN(C(=O)c2cccc3c2C(=O)c2ccc(Cl)cc2S3(=O)=O)CC1	-4.9%	-0.3%	-0.3%	-0.2	2.6%	-35.2%	-11.5%	-12.5%	2.3%	2.7%	-41.5%
CC/C(C)=C1\SC(N2CCN(c3cccc(C(F)(F)F)c3)CC2)=NC1=O	-1.6%	-0.6%	2.2%	17.4	-4.3%	1.7%[1.84 µM]	-17.6%	7.2%	2.3%	-10.4%	6.4%
O=C(O)Cn1nnnc1SCC(=O)Nc1ccc(F)cc1F	3.5%	-0.2%	0.1%	-1.3	-0.3%	19.9%	3.8%	0.3%	2.2%	-5.6%	2.0%
CCOC(=O)CS(=O)(=O)c1ccc(O)cc1	0.3%	0.0%	-3.5%	-1.4	-2.3%	-0.3%	-2.6%	-2.6%	5.2%	-0.4%	16.3%
CN(C)c1ccc(C(=O)Nc2cccc(S(=O)(=O)NC3=NCCCCC3)c2)cc1	?	0.1%	1.4%	0.3	-2.4%	81.7%	10.2%	20.4%	2.6%	8.9%	-3.1%
